Screens (PubChem)
CHT inh = inhibitors of human choline transporter CHT; High affinity choline transporter 1 (Homo sapiens), Q9GZV3; CHT-expressing cells, membrane potential dye, choline response; stronger effect = lower value; B-score at 10 µM; 310,000 tested, 0.86% active;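 active = B-score over 3 SD under the library average, and starting fluorescence ratio not unusually high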;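 note: choline stimulus applied at its EC90 after an EC20 pre-addition; B-score computed on integrated fluorescence ratio after choline addition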
Target sequence (Q9GZV3 whole entry, looked up): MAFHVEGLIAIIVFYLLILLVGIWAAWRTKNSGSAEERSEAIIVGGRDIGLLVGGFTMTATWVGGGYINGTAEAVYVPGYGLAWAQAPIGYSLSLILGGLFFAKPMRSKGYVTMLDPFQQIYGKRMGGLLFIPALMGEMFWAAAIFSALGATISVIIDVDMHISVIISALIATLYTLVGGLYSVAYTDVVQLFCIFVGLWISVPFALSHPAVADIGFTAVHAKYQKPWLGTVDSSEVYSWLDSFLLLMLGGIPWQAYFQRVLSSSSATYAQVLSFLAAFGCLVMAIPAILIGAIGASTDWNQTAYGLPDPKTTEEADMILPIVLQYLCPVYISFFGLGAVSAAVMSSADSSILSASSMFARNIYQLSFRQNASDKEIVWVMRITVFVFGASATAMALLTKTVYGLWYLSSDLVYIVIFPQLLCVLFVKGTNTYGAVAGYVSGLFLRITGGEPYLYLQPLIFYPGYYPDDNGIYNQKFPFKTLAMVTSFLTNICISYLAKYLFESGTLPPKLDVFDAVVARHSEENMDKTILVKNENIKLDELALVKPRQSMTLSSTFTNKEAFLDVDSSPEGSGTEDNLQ
Kir21 inh = inhibitors of mouse Kir2.1 inward-rectifier potassium channel. Inward rectifier potassium channel 2 (Mus musculus), P35561. HEK293-Kir2.1, FluxOR thallium flux fluorescence; stronger effect = lower value. B-score at 10 µM. 310,000 tested, 0.85% active. AID 1672, 2009;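 active = fluorescence ratio B-score at or below minus 3 SD of library scores, with starting-brightness B-score within 2 SD, cut at about -4.2 in these data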;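 note: channel flux triggered by added potassium and thallium sulfate stimulus; B-score of peak minus minimum fluorescence over baseline after thallium stimulus; more negative B-score means stronger Kir2.1 block with less thallium influx; some compounds called inactive have numbers as strong as hits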
Target sequence (P35561 whole entry, looked up): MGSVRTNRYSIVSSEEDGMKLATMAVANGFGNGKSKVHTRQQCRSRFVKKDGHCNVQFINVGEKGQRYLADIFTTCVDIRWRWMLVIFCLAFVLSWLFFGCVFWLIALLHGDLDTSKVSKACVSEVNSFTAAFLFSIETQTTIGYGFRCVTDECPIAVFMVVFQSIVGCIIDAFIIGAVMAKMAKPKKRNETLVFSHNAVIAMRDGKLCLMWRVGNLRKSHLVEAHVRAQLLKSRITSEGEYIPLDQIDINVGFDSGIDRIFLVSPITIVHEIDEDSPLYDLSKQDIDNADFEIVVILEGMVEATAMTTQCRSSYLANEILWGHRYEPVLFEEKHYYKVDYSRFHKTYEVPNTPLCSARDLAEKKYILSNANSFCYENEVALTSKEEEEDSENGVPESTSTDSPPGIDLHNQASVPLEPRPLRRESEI
Active calls of the source: *; i = inactive; x = no result given.

SMILES	CHT inh	Kir21 inh
COC(=O)CNC(=O)C1Cc2ccccc2CN1S(=O)(=O)c1cccs1 (stereo unspecified)	i	0.66
O=C(Cn1c(C(=O)N2CCN(C3CCCC3)CC2)cc2sccc21)c1ccccc1	i	-2.3
CCOc1ccccc1Nc1nc(-c2sc(NC(=O)c3cccc(Cl)c3)nc2C)cs1	i	0.48
CC(=O)Oc1ccc2c(C)cc(=O)[nH]c2c1	i	0.87
O=C(NCCCCNC(=O)c1ccccc1Cl)c1ccccc1Cl	i	0.96
c1ccc(Nc2cccc(Nc3ccccc3)c2)cc1	i	2.2
COc1ccc(NC(=O)c2cc(-c3cccnc3)nc3c(C)c(C)ccc23)c(OC)c1	i	0.18
O=C(c1ccc(S(=O)(=O)Cc2ccccc2F)c([N+](=O)[O-])c1)N1CCCCCC1	i	0.94
COCCNC(=O)c1ccc2c(c1)CCN2S(C)(=O)=O	i	-0.21
O=C(NCc1ccccc1)c1cc2ccc(O)cc2oc1=O	i	0.05
Cc1c(C(=O)O)sc2nc3n(c(=O)c12)CCCCC3	i	2.2
CCCc1nn2c(=O)cc(CSCC(=O)Nc3cccc(C)c3)nc2s1	i	-0.37
COCCNC(=O)COC(=O)c1ccc(OCC(=O)Nc2ccccc2OC)c(OC)c1	i	1.1
Cc1c(C(=O)OCC(=O)Nc2c(C)n(C)n(-c3ccccc3)c2=O)oc2ccccc12	i	-1.9
CCOCC(=O)Nc1cc(OC)c(Cl)cc1OC	i	-0.34
O=C(NCc1ccco1)C1CC(=O)N(c2cccc(Cl)c2)C1 (stereo unspecified)	i	1.3
CC1CCC(C(C)C)C(OCC(O)CN2CCOCC2)C1 (stereo unspecified)	i	0.41
NS(=O)(=O)c1ccc2nc(NC(=O)c3ccc4c(c3)OCCO4)sc2c1	i	0.76
CC(C)Sc1ncnc2c1cnn2-c1ccccc1	i	0.08
CCCS(=O)(=O)N1CCN(CC2CC=CCC2)CC1 (stereo unspecified)	i	-0.47
COc1ccc2sc(NC(C)=O)nc2c1	i	-1.1
Cc1ccc(C2CC(=O)C=C(O)C2)cc1 (stereo unspecified)	i	-0.99
O=C(NNc1c(Cl)cccc1Cl)c1sccc1Cl	i	-7.8
Cc1nn2c(-c3cccnc3)ccnc2c1-c1ccccc1	i	-0.96
Clc1ccc(CNCCCSc2ncccn2)cc1	i	0.07
CCCC(=O)C1=C(O)C(C(=O)OC)C(C)(C)CC1=NCc1ccccc1 (stereo unspecified)	i	-0.29
CC(NC(=S)Nc1ccc(OC(F)F)cc1)c1ccc(F)cc1 (stereo unspecified)	i	-0.61
Cc1cc(C)c2cc(C#N)c(SCC(=O)Nc3cc(C)on3)nc2c1	i	2.5
COCCn1c(SCC(=O)Nc2nnc(C)s2)nnc1-c1cc2ccccc2cc1O	i	-0.01
Cc1ccc(NC(=O)c2cccc3c2-c2ccccc2C3=O)cc1C	i	-1.7
CCCCOC(=O)C1C2C=CC3(CN(CCc4ccccc4)C(=O)C13)O2 (stereo unspecified)	i	-1.2
O=S(=O)(c1ccc(Cl)cc1)N1CCN(Cc2cccnc2)CC1	i	-0.65
CCOC(=O)c1cc(OC(=O)c2ccccc2OC)n(-c2ccccc2)n1	i	1.3
O=S(=O)(NCC(c1cccnc1)N1CCN(c2ccc(F)cc2)CC1)c1ccccc1 (stereo unspecified)	i	-0.04
COc1ccc(N2CCN(C(=O)c3cc(C)oc3C)CC2)cc1	i	-1.4
Cn1c(CCc2ccc(N)cc2)nc2ccccc21	i	-0.6
CCCSc1nnc(Sc2nnnn2-c2ccccc2)s1	i	0.18
Cc1cc(Cl)c(OCCCNCc2ccccc2)c(Br)c1	i	-11
CS(=O)(=O)c1ccc(Cl)c(NC(=O)C2CC(=O)N(Cc3ccccc3)C2)c1 (stereo unspecified)	i	-0.9
Cc1ccc(CNC(=O)CSc2nc3n[nH]c(C)c3c(=N)n2-c2cccc(C)c2)cc1	i	0.41
Cc1ccc(/C=N/NC(=O)CCCOc2ccc(Cl)cc2Cl)cc1	i	-1.6
CN1CCN(c2ccc(CNS(=O)(=O)Cc3cccc(C(F)(F)F)c3)cc2)CC1	i	-0.04
C=C1CCC[C@]2(C)C[C@H]3OC(=O)C(CN(Cc4ccc(OC)c(OC)c4)CC(C)O)[C@H]3CC12 (stereo partly specified)	i	-1.3
CN(C)N=Nc1ccc(S(N)(=O)=O)cc1	i	1.2
Cc1ccc(Oc2cc(NN3CCCCC3)c([N+](=O)[O-])cc2[N+](=O)[O-])c(Cl)c1	i	0.07
Cc1[nH]c(=O)[nH]c(=O)c1NC(=O)c1sc2nc3c(C)cccc3cc2c1N	i	0.49
CCOC(=O)NC1(C(F)(F)F)C(=O)N(Cc2ccccn2)C2=C1C(=O)CC(C)(C)C2 (stereo unspecified)	i	1.9
CCOC(=O)c1ccc(NC(=O)Nc2ncccc2C)cc1	i	0.42
COc1ccc2c(=O)c3c(=O)n(Cc4ccco4)c(-c4cc(OC)c(OC)c(OC)c4)nc3oc2c1	i	0.62
CCc1ccc(OCC(=O)Nc2ccc(S(=O)(=O)N3CCCC3)cc2)c(Br)c1	i	-0.01
Cc1ccccc1NC1=NC2(CCCC2)N=C(N)N1	i	1.4
CCN1N=C(c2cc(Cl)sc2Cl)CSC1=O	i	0.12
O=C(NCc1ccc2c(c1)OCO2)c1cccc(S(=O)(=O)N2CCOCC2)c1	i	-0.01
O=C(Oc1ccc(N(Cc2cccs2)C2=NS(=O)(=O)c3ccccc32)cc1)c1ccccc1F	i	1.1
Cc1cccc(N2CCN(CC(=O)Nc3ccccc3[N+](=O)[O-])CC2)c1C	i	-0.11
CCCc1c(OCCCCc2nn[nH]n2)ccc(C(C)=O)c1O	i	0.08
CCOC(=O)CNc1c(-c2ccc(OC)cc2)nc2ccc(Cl)cn12	i	0.6
O=C(NCCN1CCCC1)C1CCN(S(=O)(=O)N2CCC3(CC2)OCCO3)CC1	i	-0.08
COc1ccc(OC)c(/C=N/NC(=S)NCCc2ccccc2)c1	i	0.73
COc1ccc2c(c1OC)C(=O)N1C2SC(C)(C)[C@H]1C(=O)NC1CCCC1 (stereo partly specified)	i	-0.07

The final six compounds of the part before are carried over, then new ones follow:
SMILES	CHT inh	Kir21 inh
Cc1cccc(N2CCN(CC(=O)Nc3ccccc3[N+](=O)[O-])CC2)c1C	i	-0.11
CCCc1c(OCCCCc2nn[nH]n2)ccc(C(C)=O)c1O	i	0.08
CCOC(=O)CNc1c(-c2ccc(OC)cc2)nc2ccc(Cl)cn12	i	0.6
O=C(NCCN1CCCC1)C1CCN(S(=O)(=O)N2CCC3(CC2)OCCO3)CC1	i	-0.08
COc1ccc(OC)c(/C=N/NC(=S)NCCc2ccccc2)c1	i	0.73
COc1ccc2c(c1OC)C(=O)N1C2SC(C)(C)[C@H]1C(=O)NC1CCCC1 (stereo partly specified)	i	-0.07
CCOC(=O)c1ccc(NS(=O)(=O)c2cc(-c3nnnn3C(C)C)ccc2OC)cc1	i	-0.84
O=C(Nc1ccc(F)cc1)C1CC(=O)n2cnnc2N1 (stereo unspecified)	i	0.57
COC(=O)Cn1c(=O)c2c(nc3n2CCCN3Cc2ccccc2)n(C)c1=O	i	-1
CCOC(=O)Nc1nnc(-c2ccccc2OC)s1	i	-1
COc1cccc(-n2c(-c3ccccc3)c[nH]c2=S)c1	i	-0.55
COc1ccc(OCC(O)CNC(=O)c2cccs2)cc1 (stereo unspecified)	i	-4.1
COc1cc([N+](=O)[O-])ccc1NC(=O)CN1CCCC1	i	0.08
O=C(Cn1cc2c(n1)CCCCC2)Nc1c(F)cc(F)cc1Br	i	-2
Cc1ccc(S(=O)(=O)N2CCCC2CO)cc1 (stereo unspecified)	i	-1.1
CCOC(=O)N1CCN(CC(=O)N2c3ccccc3Sc3ccccc32)CC1	i	-0.48
COc1ccc(C2/C=C\CN(C(=O)c3ccccc3)[C@H](Cc3ccccc3)C(=O)N2Cc2ccc(F)cc2)cc1 (stereo partly specified)	i	0.53
COc1ccccc1OCC(=O)Nc1cc(S(=O)(=O)N2CCCCC2)ccc1N1CCCCC1	i	0.18
N#CC1=C(N)Nc2nc3ccccc3n2C1c1ccc(Cl)cc1 (stereo unspecified)	i	-0.03
Cc1ccc(N(Cc2cc3ccccc3[nH]c2=O)C(=O)c2cccs2)cc1C	i	1.8
COc1ccc(C(=O)NCC(=O)OCCCOC(=O)CNC(=O)c2ccc(OC)c(OC)c2)cc1OC	i	1.6
COc1ccc(OC)c(C2C=C(C34CC5CC(CC(C5)C3)C4)NC(=S)N2)c1 (stereo unspecified)	i	0.9
CCCn1c(CCNc2nc(-c3ccc(OC)cc3)cs2)nc2ccccc21	i	-3
O=C(NCCCn1ccnc1)C(=O)NC1CCCCC1	i	0.29
COc1ccc(CN(C2CCCC2)S(=O)(=O)c2ccc(-n3cnnn3)cc2)cc1	i	-2.1
Cn1c(=O)c2c(nc(SCc3nn[nH]n3)n2Cc2ccccc2F)n(C)c1=O	x	-0.96
COc1cc(/C=N\NC(=O)CN2CCOCC2)ccc1OCC(=O)Nc1ccc(C)c(C)c1	i	0.86
O=C(CCN1C(=O)C2C3C=CC(C3)C2C1=O)Nc1ccccc1F (stereo unspecified)	i	-0.12
COc1ccc(N(C(C)C(=O)N2CCC(Cc3ccccc3)CC2)S(C)(=O)=O)cc1 (stereo unspecified)	i	-0.13
O=C(Nc1cccc(-c2ccc(N3CCCCC3)nn2)c1)c1ccco1	i	0.68
COC(=O)CCC(=O)c1oc2ccc(Br)cc2c1N	i	-0.65
Cc1ccc(N(C(=O)c2ccccn2)C(C(=O)NC2CCCCC2)c2ccncc2)cc1 (stereo unspecified)	i	0.26
COc1ccc(C(=O)NC(=S)Nc2cccc3ncccc23)cc1[N+](=O)[O-]	i	0.24
CC(C)c1cc(C(=O)Nc2cccnc2)no1	i	-0.78
COc1cc(/C=C/C(=O)Nc2ccc(C(C)=O)cc2)cc(OC)c1OC	i	-0.82
Cn1c(=O)n(Cc2ccccc2)c2ccccc21	i	0.97
CCOc1ccc(/C=N/NC(=O)C(=O)N2CCCCCC2)c2ccccc12	x	0.07
CCOC(=O)c1c(NC(=S)Nc2cc([N+](=O)[O-])ccc2OC)sc2c1CCCCC2	i	0.7
COc1ccc(NC(=O)CSc2n[nH]c(=O)n2Cc2ccccc2)cc1Cl	i	-0.78
O=C(c1ccc2snnc2c1)N1CCOCC1	i	0.61
CC1CC(C)CN(S(=O)(=O)c2ccc(C(=O)OCC(=O)NCCN3C(=O)CSC3=O)cc2)C1 (stereo unspecified)	i	-0.07
COc1ccc(-c2nn(-c3ccccc3)cc2C(=O)OCC(=O)c2ccc(C)c([N+](=O)[O-])c2)cc1	i	0.09
COCCN1C(=O)C(O)=C(C(=O)c2ccco2)C1c1cccc(Oc2ccccc2)c1 (stereo unspecified)	i	-0.4
O=C(CN1CCCC1)Nc1cc(F)ccc1F	i	0.98
CCCc1cc(=O)oc2cc(OC(C)C(=O)NC3CC(C)(C)NC(C)(C)C3)ccc12 (stereo unspecified)	i	0.77
O=C(O)C1CC=CCC1C(=O)Nc1ccc(Oc2ccc(Cl)cc2)cc1 (stereo unspecified)	i	-0.58
CCOc1ccc(C(=O)NC(=S)Nc2cc(C)ccn2)cc1[N+](=O)[O-]	i	1.1
O=C(NCc1ccco1)c1cccc(C(F)(F)F)c1	i	2.9
O=c1c2ccccc2nc(-c2ccc(Cl)cc2)n1C1CCS(=O)(=O)C1 (stereo unspecified)	i	-0.41
Cc1nc2ccc(NC(=O)COc3ccccc3[N+](=O)[O-])cc2s1	i	3
COC(=O)[C@H](CC(C)C)NC(=O)NCCC1=CCCCC1	i	1.2
COc1cccc(CNC(=O)CCN2C(=O)[C@@H]3Cc4ccccc4CN3C2=O)c1	i	-1.4
CCCN(CC1CC1)C(=O)COC(=O)c1ccc(CNS(=O)(=O)c2ccc(F)c(Cl)c2)cc1	i	-0.07
Cc1nnc(SCC(=O)Nc2nc3ccccc3s2)n(N)c1=O	i	-0.22
CN(C(=O)COC(=O)c1n[nH]c2ccccc12)C1CCS(=O)(=O)C1 (stereo unspecified)	i	-2.3
Cc1cnccc1NC(=O)c1cccs1	i	1.7
CC1(C)Cc2[nH]c(=O)c(C#N)cc2CS1	i	0.13
CC1(C)Cc2c(cnn2-c2ccccc2)C(NC(=O)CCc2ccc(=O)[nH]n2)C1 (stereo unspecified)	i	0.31
CCN(CC)S(=O)(=O)c1ccc2oc(SCc3ccc(F)cc3)nc2c1	i	-1
O=[N+]([O-])c1ccc(C(=S)N2CCN(Cc3ccccc3)CC2)cc1	i	0.47
CCOc1ccc2oc(=O)cc(CN3CCN(Cc4ccccc4)CC3)c2c1	i	-1.5
CSc1nccc(Oc2ccc(C#N)cc2)n1	i	-0.08
COC(=O)c1cc(S(=O)(=O)Nc2cccc(S(N)(=O)=O)c2)oc1C	i	-0.03
COc1cccc(CN(C)C(=O)CCN(c2ccccc2)S(=O)(=O)c2ccc(C)cc2)c1OC	i	-0.59
N#CCCn1cc(C(=O)Nc2ccc([N+](=O)[O-])cc2)c(-c2cc3ccccc3o2)n1	i	0.41
